# Screening results as filed in PubChem.
# Pf apPOL inh: Pf-apPOL DNA polymerase inhibition; Recombinant Pf-apPOL, molecular beacon fluorescence, 1.5 h; inhibition, % at 10 µM; hit rate 0.25% among 210,000; AID 1794808
# mHTT-CaM PPI inh: disrupts binding of mutant huntingtin to calmodulin. AlphaScreen His-mHTT/GST-CaM binding, luminescence. inhibition, % at 15 µM. hit rate 3.6% among 190,000;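 also: 0% = both proteins with DMSO and 100% = one protein alone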
# Active calls of the source: *; . = not tested or not shown; & = joins results of further samples. Rule as the data show it: active = inhibition above about 50%; inactive = the rest. Compounds as they come; 3.7% or so of the library scored in one or more.
SMILES,Pf apPOL inh,mHTT-CaM PPI inh
Cc1ccc(N2C(=O)CCS2(=O)=O)cc1S(=O)(=O)N1c2ccccc2CC1C (configuration not stated),-5,-10
COc1cc(CN2CCN(C=O)CC2)cc([N+](=O)[O-])c1O,6,-3
COc1cccc(C(=O)N2CCN(c3ccccc3)CC2)c1,4,1
CCc1nc(-c2ccc(C(=O)Nc3ccccc3F)cc2)cs1,-2,-7
COc1ccc(NC(=O)CN2C(=O)C(c3ccc(Cl)cc3)=NC2(C)C)cc1OC,-5,8
Cc1cc(/C=C2/NC(=O)N(Cc3ccc(Cl)cc3)C2=O)c(C)n1-c1ccc([N+](=O)[O-])cc1,-2,31
CC(NC(=O)C1CCN(c2ccc(Cl)cc2)C1=O)c1ccccc1 (configuration not stated),-1,5
Cc1cc(C)c(S(=O)(=O)N2CCOCC2)c(C)c1[N+](=O)[O-],3,2
CS(=O)(=O)c1noc(-c2cccs2)c1C#N,-6,.
CCOc1ccc(NC(=O)c2cc(C)cc(C)c2)c([N+](=O)[O-])c1,-11,7
CC(C)OCCCNC(=O)C1CCCN(c2cn[nH]c(=O)c2)C1 (configuration not stated),-4,-5
CC(C)CC(=O)N1CCN(c2ccc(Br)cc2)C(=O)C1C (configuration not stated),-9,-6
Cc1cc(OCc2nc3ccccc3[nH]2)ccc1C(C)C,-7,-2
CCc1ccc(OCC(=O)Nc2ccncc2)cc1,-8,-2
CC1CCC(N2CCN(c3ncccn3)CC2)C1 (configuration not stated),2,-2
Cc1c(Br)c(C(F)(F)F)nn1CC(=O)N(C)c1ccccc1,0,-5
CCCCn1c(S(=O)(=O)O)nc2ccccc21,3,-12
O=C(Oc1ccc(Cl)cc1Cl)c1csnn1,6,.
COc1cccc(C2=NN(C(=O)Cc3ccc([N+](=O)[O-])cc3)C(O)(C(F)(F)F)C2)c1 (configuration not stated),-3,20
CC1=CC(C)(C)N(C(=O)CSc2nc(C)cc(C)n2)c2ccccc21,-3,-10
Cc1ccc(F)c(NS(=O)(=O)Cc2ccccc2)c1,3,-9
COc1ccc(C(=O)Nc2ccc3nc(N4CCOCC4)cc(C)c3c2)c(OC)c1,-1,33
CC12CC(NC(=O)N1c1cccc(Br)c1)c1ccccc1O2 (configuration not stated),0,-13
COc1cccc(CNC(=O)C2CN(C(=O)c3ccncc3)CC23CCCCC3)c1OC (configuration not stated),1,4
Cc1cccc(-n2c(CN3CCN(C(=O)Nc4ccccc4)CC3)nc3cccnc32)c1,-2,-5
Cc1ccc(S(=O)(=O)NCC23C=CC(O2)C2C(=O)N(Cc4ccccc4)C(=O)C23)cc1 (configuration not stated),-5,16
Cc1ccc(-c2nc(NCC(C)C)c3ccccc3n2)cc1,-5,-54
O=[N+]([O-])c1cc(C=Nc2ccc3oc(-c4cccc(F)c4)nc3c2)c(O)c([N+](=O)[O-])c1,3,12
O=C(CSc1nccn1Cc1ccccc1)Nc1ccc(Cl)cc1,-3,25
CC(C)NS(=O)(=O)c1ccc(NC(=O)Cn2cncn2)cc1,-8,32
O=S(=O)(Nc1cc(Cl)ccc1Cl)c1ccc(F)cc1,2&-8,-6&-11
O=C(CCc1ccccc1)NC1CCCCC1,-6,-2
CCN(CC)c1ccc(NC(=O)c2cn(CC)c3nc(C)ccc3c2=O)c(C)c1,1,15
CCOc1ccc(C(=O)Nc2cc(OC)c(Cl)cc2OC)cc1[N+](=O)[O-],-5,2
CCN1C(=O)C(CC(=O)NCc2cccs2)Sc2ncccc21 (configuration not stated),-3,-4
O=C(Nc1ccc2c(c1)OCO2)c1cc2nc(-c3cccs3)cc(C(F)(F)F)n2n1,-4,3
COc1nn(C)cc1C(=O)Nc1nnc(COc2ccccc2)o1,-7,66*
COc1ccc(C23CC4CC(CC(C4)C2)C3)cc1,2,.
CCOc1ccc(N2COc3ccc(Br)cc3C2)cc1,-1,84*
COc1ccc(S(=O)(=O)N2CCN(S(=O)(=O)c3ccc(OC)cc3)CC2)cc1,1,-3
CC(=O)Nc1nonc1-n1cccc1,.,-4
COc1ccccc1-c1c(C)oc2cc(OCc3ccc([N+](=O)[O-])cc3)ccc2c1=O,-9,-5
CC1(C)CC(=O)C2=C(C1)c1c(ccc3ncccc13)NC2c1cccc(Br)c1 (configuration not stated),-2,-3
CCOc1cc(CNC(=O)c2ccc3c(c2)nc2n3CCC(C)C2)ccc1OC (configuration not stated),0,7
O=C(c1cc(-c2cccs2)[nH]n1)N1CCN(c2cc(N3CCCCC3)ncn2)CC1,-4,4
Cc1ccccc1NC(=O)c1cccc(NC(=O)C2CCCCC2C(=O)O)c1 (configuration not stated),-3,-1
NC1=NC(=O)CC(C(=O)Nc2ccc(Oc3ccc(Cl)cc3)cc2)S1 (configuration not stated),10,13
O=C(Cc1cc(Br)sc1Br)NN=Cc1c(Br)cnn1Cc1ccc(Cl)cc1,-15,.
CNC(=O)N1CCc2ccc(C(=O)Nc3ccccc3)cc21,1,0
CCc1cc2c(=O)c(-c3ccc4c(c3)OCCCO4)coc2cc1OS(C)(=O)=O,-3,-5
Cc1onc(-c2ccccc2Cl)c1C(=O)Nc1nnc(Cc2ccc(Cl)cc2)s1,2,13
COc1ccc(C2C(C#N)=C(SCC(C)C)NC3=C2C(=O)CC(C)(C)C3)cc1OC (configuration not stated),-10,3
CCc1cc(C2CCCN2C(=O)Nc2ccccc2Br)on1 (configuration not stated),-2,-1
CSc1ccc(Cl)c(C(=O)Nc2cc(S(N)(=O)=O)ccc2C)c1,2,3
Cc1ccc(S(=O)(=O)N2CCCCCC2)cc1,0,-18
O=C(C1CCN(Cc2nc3ccccc3[nH]2)CC1)N1CCN(c2ccc(F)cc2)CC1,-2,4
CCOCCCNC(=O)CN1C(=O)CCCc2ccccc21,2,-4
C=CCc1ccc(OCCn2c(C(O)CC)nc3ccccc32)c(OC)c1 (configuration not stated),-12,-6
Cc1ccc(NC(=O)c2cc(S(=O)(=O)NC3CCCC3)ccc2F)cc1C,3,1
Cc1ccccc1/C=C1\NC(=O)N(Cc2ccc(Br)cc2)C1=O,-20,1

# Next section:
SMILES,Pf apPOL inh,mHTT-CaM PPI inh
Brc1cccc(Cn2c(-c3cncs3)nc3ccccc32)c1,-2,4
Cc1cc(C)c(NC(=O)Nc2cccc(Cl)c2)c(Cl)n1,-5,12
Cc1ccc(S(=O)(=O)N2CCC(=O)N(CCOCc3ccccc3C)CC2)cc1,-1,0
O=C(CSc1ncn(-c2ccccc2)n1)c1ccccc1,-6,-44
COc1ccc(OC)c(NC(=O)c2cccc(I)c2)c1,-6,-13
COc1cccc(-c2coc3cc4oc(=O)c5c(c4cc23)CCC5)c1,8,-2
COc1ccc2cc3cc(C(=O)NCC4CCCO4)oc3nc2c1 (configuration not stated),5,-1
COc1ccccc1C(=O)N1CCC2(CC1)NC(=O)c1cc(C)ccc1N2C,-2,-6
CC(=O)c1sc2sc([N+](=O)[O-])c(C)c2c1C,-7,.
O=C(Nc1nonc1-c1nc2ccccc2n1Cc1ccccc1)c1ccc(F)cc1,0,9
CCCNC(=O)c1ccc(-n2nc(C)c3c2CCCC3=O)cc1,2,-5
COc1ccccc1C1=NOC(C(=O)N2CCC(C)CC2)C1 (configuration not stated),-5,-14
COc1ccc(S(=O)(=O)N2CCN(c3ccccc3F)CC2)cc1OC,-8,4
Cc1cccc(C(=O)NCc2ccc(N3CCOCC3)nc2)c1,0,-6
O=C(C1CCCN(c2nccnc2Sc2ccccc2)C1)N1CCOCC1 (configuration not stated),-4,8
CC(C)CSc1oc(-c2ccco2)nc1S(=O)(=O)c1ccc(Cl)cc1,0,-13
O=C(NCCc1ccc(F)cc1)c1ccccc1Br,-7,-3
CC(C)S(=O)(=O)c1ccc(CC(=O)N(Cc2cccs2)Cc2cccn2C)cc1,-12,16
Cc1ccc(NC(=O)c2ccc(N(CCO)CCO)c([N+](=O)[O-])c2)cc1,-4,10
CCOC(=O)c1c(N)sc2c1CCN(Cc1ccccc1)C2,-6,.
CSc1c(C#N)c(-c2cccs2)nn1CC(=O)NN=Cc1cccs1,-5,.
CCCCOc1ccc(Cc2c(COCC)[nH]c(=O)[nH]c2=O)cc1,1,3
Cc1cc2c(c(=O)o1)C(c1ccccc1Br)C(C#N)=C(N)O2 (configuration not stated),2,-3
COc1cc(NC(=O)N2CCC(c3nc(C(=O)N(C)C)c(C)o3)CC2)cc(OC)c1,-1,-1
Cc1nc(-c2cccnc2)sc1-c1ccc(SCC(=O)Nc2ccc(F)cc2)nn1,-3,-3
O=S(=O)(Nc1ccc2c(c1)OCCO2)c1ccc(F)cc1,-17,-5
OC(CN1CCN(c2ncccn2)CC1)c1ccc(Br)cc1 (configuration not stated),2,19
Cc1oc(C(=O)O)cc1COc1ccc2c3c(c(=O)oc2c1)CCC3,-6,1
Cc1cccc(C(=O)N2CCc3cn(C)c4cccc(c34)C2)c1,-7,19
N#Cc1ccc(Cl)cc1NC(=O)C(=O)NCC1(c2ccccc2)CCOCC1,-5,0
O=C(O)c1cccc(-n2cc(-c3cc4ccccc4oc3=O)[nH]c2=O)c1,-2,8
CCc1nc(-n2cccc2)sc1C(=O)Nc1ccc(C)cc1F,-3,-8
CN(C)c1ccc(CNC(=O)CCc2conc2-c2ccccc2F)cc1,-2,8
CN1C(=O)c2ccc(-c3nc4ccc(Br)cc4c(=O)o3)cc2C1=O,-2,-3
OCCn1c(-c2ccc(Cl)cc2)csc1=Nc1ccccc1,-3,69*
COCCN1CCC(CNC(=O)C2CCCCC2)CC1,-2&-8,-3&-7
O=C1CC(C=Cc2ccccc2)(Nc2ccc(S(=O)(=O)N3CCCC3)cc2)C(=O)N1C1CCCCC1 (configuration not stated),14,.
COc1ccc(C2CC(C(F)(F)F)n3nc(C(=O)Nc4cccc(C)c4)cc3N2)cc1OC (configuration not stated),-2,10
CCOC1=NN(c2ccc([N+](=O)[O-])cc2)C(=O)/C1=C/c1ccc(F)cc1,1,16
Cc1onc(-c2ccccc2Cl)c1C(=O)Nc1ncn[nH]1,1,-1
CCn1c(-c2cc(NC(C)=O)n[nH]2)cc2ccc(OC)cc21,-4,14
CCn1c(=O)c([N+](=O)[O-])c(N2CCN(Cc3ccccc3)CC2)c2ccccc21,0,5
COc1cc(Cl)c(C)cc1NS(=O)(=O)c1ccc2c(c1)c(=O)n(C)c(=O)n2C,-1,3
Cc1c(O)ccoc1=O,-11,.
Cc1sc2nc(C)n(NC(N)=O)c(=O)c2c1C,.,-7

# As a short view, part of the list above.
SMILES,Pf apPOL inh,mHTT-CaM PPI inh
Cc1nc(-c2cccnc2)sc1-c1ccc(SCC(=O)Nc2ccc(F)cc2)nn1,-3,-3
O=S(=O)(Nc1ccc2c(c1)OCCO2)c1ccc(F)cc1,-17,-5
OC(CN1CCN(c2ncccn2)CC1)c1ccc(Br)cc1 (configuration not stated),2,19
Cc1oc(C(=O)O)cc1COc1ccc2c3c(c(=O)oc2c1)CCC3,-6,1
Cc1cccc(C(=O)N2CCc3cn(C)c4cccc(c34)C2)c1,-7,19
N#Cc1ccc(Cl)cc1NC(=O)C(=O)NCC1(c2ccccc2)CCOCC1,-5,0
O=C(O)c1cccc(-n2cc(-c3cc4ccccc4oc3=O)[nH]c2=O)c1,-2,8
CCc1nc(-n2cccc2)sc1C(=O)Nc1ccc(C)cc1F,-3,-8
CN(C)c1ccc(CNC(=O)CCc2conc2-c2ccccc2F)cc1,-2,8
CN1C(=O)c2ccc(-c3nc4ccc(Br)cc4c(=O)o3)cc2C1=O,-2,-3
OCCn1c(-c2ccc(Cl)cc2)csc1=Nc1ccccc1,-3,69*
COCCN1CCC(CNC(=O)C2CCCCC2)CC1,-2&-8,-3&-7
O=C1CC(C=Cc2ccccc2)(Nc2ccc(S(=O)(=O)N3CCCC3)cc2)C(=O)N1C1CCCCC1 (configuration not stated),14,.
COc1ccc(C2CC(C(F)(F)F)n3nc(C(=O)Nc4cccc(C)c4)cc3N2)cc1OC (configuration not stated),-2,10
CCOC1=NN(c2ccc([N+](=O)[O-])cc2)C(=O)/C1=C/c1ccc(F)cc1,1,16
Cc1onc(-c2ccccc2Cl)c1C(=O)Nc1ncn[nH]1,1,-1
CCn1c(-c2cc(NC(C)=O)n[nH]2)cc2ccc(OC)cc21,-4,14
CCn1c(=O)c([N+](=O)[O-])c(N2CCN(Cc3ccccc3)CC2)c2ccccc21,0,5

# More entries:
SMILES,Pf apPOL inh,mHTT-CaM PPI inh
CN(c1c2c(nn1C)CCCC2)S(=O)(=O)c1ccc(Cl)cc1,-5,.
Cc1ccc2nc(NC(=O)c3cccc(Cl)c3)sc2c1,6,-3
COc1ccc(S(=O)(=O)NCCSCc2c(F)cccc2Cl)cc1OC,6,-6
CC(C)(C)c1cc(CSCc2cc(C(C)(C)C)cc(C(C)(C)C)c2)cc(C(C)(C)C)c1,.,-9
Cc1ccc(C2CC(c3ccc(F)cc3)n3nc(N)nc3N2)cc1 (configuration not stated),-1,-5
CCOCCCNC(=O)C1CCCN(c2cnn(C)c(=O)c2)C1 (configuration not stated),-7,-4
O=C(c1cc(Cl)cc(Cl)c1)N1CCC(=O)N([C@H](COCc2ccccc2)Cc2ccccc2)CC1,-3,92*
Cc1cc(NS(=O)(=O)c2ccc(NC(=O)c3ccc(C)c(C)c3)cc2)nc(C)n1,-7,9
N#CC1=C(N)Oc2n[nH]c(-c3ccccn3)c2C1c1ccc(F)cc1 (configuration not stated),5,65*
Cc1ccc(/C=C2\N=C(c3ccc(I)cc3)OC2=O)cc1,-8,7
Oc1c(F)cccc1C=Nc1ccc2oc(-c3ccccc3)nc2c1,3,11
N#CC(C#N)=C(N)/C(C#N)=C/c1ccc(O)cc1,0,.
CCSc1nnc(-c2nn(C)c3c2CN(C(=O)Cc2cccs2)CC3)n1C,-1,1
O=C(c1cc(F)cc(F)c1)N1CCC(CCOc2cccc(F)c2)CC1,-2,-31
